Assay outcomes from PubChem BioAssay.
SUMO1-SIM PPI: modulators of human SUMO1-mediated protein-protein interactions; P63165; SUMO1 binding to a labelled peptide, TR-FRET, 1 h; 360,000 compounds, 0.33% hits; inhibition, % at 20 µM; in the data active means inhibition above about 37%
Target sequence (P63165 whole entry, looked up): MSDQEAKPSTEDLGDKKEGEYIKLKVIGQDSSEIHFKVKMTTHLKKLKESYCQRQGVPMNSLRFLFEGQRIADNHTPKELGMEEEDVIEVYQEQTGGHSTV
NadD block: NadD (S. aureus) enzyme inhibition. AID 602399. purified NadD enzyme, colorimetric absorbance read-out. inhibition, % at 20 µM. 360,000 compounds, 0.78% hits; in the data active means inhibition above about 26%; further: some compounds past the cut are filed as inactive
CSN deneddyl inh: CSN deneddylation inhibition; Purified CSN, SCF-Nedd8-OG deneddylation, fluorescence polarization; inhibition, % at 12.5 µM; 360,000 compounds, 0.38% hits; AID 651999;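 active means pattern-corrected inhibition above about 35%, with an unprinted fluorescence ratio check between 0.5 and 1.5, limit read from the data, passing the limit was not always enough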;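 further: 0% = enzyme with substrate and 100% = substrate without enzyme; some results filed as inactive read as strong as hits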
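Test system: purified human Csn5 enzyme expressed in HEK293T cells. Amount: 0.24 nM enzyme. Reagent: SCFSkp2-Nedd8OG substrate at 10 nM final. Schedule: 90 min incubation of compound, enzyme and substrate at room temperature. Detection: fluorescence polarization. Read-out: % inhibition of substrate cleavage by Csn5.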
LMPTP inh: LMPTP (human) inhibition | inhibition, % at 20 µM | P24666 | 360,000 compounds, 0.22% hits | recombinant LMPTP-A, OMFP fluorogenic substrate, fluorescence intensity;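 active means compounds that cut the enzyme signal by at least half of the control window in the single-dose screen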;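 further: plate controls were DMSO wells with enzyme plus substrate for no effect and substrate without enzyme for full effect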
Target sequence (P24666 whole entry, looked up): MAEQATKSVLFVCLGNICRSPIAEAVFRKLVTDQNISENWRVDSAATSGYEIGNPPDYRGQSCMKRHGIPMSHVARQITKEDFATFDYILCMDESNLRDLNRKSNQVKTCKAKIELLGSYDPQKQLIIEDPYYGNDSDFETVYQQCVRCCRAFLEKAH
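Assay system: LMPTP-A, protein tyrosine phosphatase of low molecular weight / Medium: pH 6.0 Bis-Tris buffer with DTT and Triton X-100 / Schedule: 50 min enzyme reaction at room temperature, protected from light / Measured by: endpoint fluorescence intensity from OMFP dephosphorylation / Read-out basis: % inhibition relative to no-enzyme and uninhibited control wells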
Rpn11 block: Rpn11 (human) deubiquitinase inhibition. O00487. human 26S proteasome, Ub4-pepOG fluorescence polarization; 20S core pre-blocked with epoxomicin. calls only at 20 µM. 360,000 compounds, 0.59% hits;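 active means inhibition at 20 µM, scaled to each plate's controls, above about 33%, limit read from the data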
Scp-1 inhibitor: inhibitors of human Scp-1 phosphatase. Q9GZU7. Recombinant Scp1, phosphopeptide, malachite green phosphate absorbance. inhibition, % at 20 µM. 340,000 compounds, 0.88% hits. AID 493091;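 active means inhibition above about 50% at 20 µM, limit read from the data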;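 further: plate controls were DMSO wells with enzyme for no effect and wells lacking enzyme for full effect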
Target sequence (Q9GZU7 76-261 limits assumed): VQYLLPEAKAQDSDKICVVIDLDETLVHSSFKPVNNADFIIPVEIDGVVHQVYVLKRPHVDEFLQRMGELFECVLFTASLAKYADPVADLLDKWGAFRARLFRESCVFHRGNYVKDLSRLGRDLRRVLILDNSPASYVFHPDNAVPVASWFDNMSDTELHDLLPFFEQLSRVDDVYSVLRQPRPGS
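assay system = SCP-1 phosphatase catalytic domain, residues 76-261 | buffer or medium = 50 mM Tris acetate pH 5.5, 0.005% Tween-20, 10 mM MgCl2 | incubation = enzyme reaction 45 min at room temperature, colour 5 min, stabilisation 30 min | signal = Phosphate-binding colour reagent, absorbance read at 630 nm | measure = % inhibition at 20 µM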
Tb MetRS inh: Trypanosoma brucei MetRS inhibition; purified T. brucei MetRS, ATP depletion, Kinase-Glo luminescence; 360,000 compounds, 0.4% hits; inhibition, % at 11.9 µM;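 active means inhibition above a per-plate cutoff of the control wells' mean inhibition plus 3 SD, cut at about 5.5% in these data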;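 further: 0% = DMSO wells median and 100% = median of wells with control inhibitor compound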
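technique = Kinase-Glo luminescence, ATP depletion format | system = purified MetRS (methionyl-tRNA synthetase) enzyme from Trypanosoma brucei | timing = 15 min preincubation, 2 h reaction, all 25 °C | evaluation = percent inhibition versus plate control medians | dosing = single dose, 11.9 µM final nominal, 0.9% final DMSO | also added = substrates ATP, L-methionine and bulk Escherichia coli tRNA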
DNMT1 inh: blocks human DNA methyltransferase DNMT1; P26358; DNMT1 molecular beacon, Hinp1I cleavage, fluorescence; inhibition (reported as % activation of signal), % at 10 µM; 360,000 compounds, 0.83% hits; AID 588458; in the data active means inhibition above about 50%
PABP1 MLLE inh: inhibitors of microRNA-mediated deadenylation, human PABP1 MLLE binding; P11940; inhibition, % at 20 µM; GST-MLLE / FITC-PAM2 fluorescence polarization; AID 588489; 360,000 compounds, 0.36% hits; in the data active means inhibition above about 35%, passing the limit was not always enough;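 further: plate controls were DMSO wells with GST-MLLE for no effect and wells lacking GST-MLLE protein for full effect; some results filed as inactive read as strong as hits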
STEP block: STEP (human) phosphatase inhibition. P54829. recombinant STEP, OMFP fluorogenic substrate, fluorescence. inhibition, % at 20 µM. 360,000 compounds, 0.25% hits;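 active means inhibition at 20 µM, scaled per plate between control wells, above about 37%, limit read from the data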;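 further: 0% = DMSO with enzyme and substrate and 100% = substrate only without enzyme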
Target sequence (P54829 whole entry, looked up): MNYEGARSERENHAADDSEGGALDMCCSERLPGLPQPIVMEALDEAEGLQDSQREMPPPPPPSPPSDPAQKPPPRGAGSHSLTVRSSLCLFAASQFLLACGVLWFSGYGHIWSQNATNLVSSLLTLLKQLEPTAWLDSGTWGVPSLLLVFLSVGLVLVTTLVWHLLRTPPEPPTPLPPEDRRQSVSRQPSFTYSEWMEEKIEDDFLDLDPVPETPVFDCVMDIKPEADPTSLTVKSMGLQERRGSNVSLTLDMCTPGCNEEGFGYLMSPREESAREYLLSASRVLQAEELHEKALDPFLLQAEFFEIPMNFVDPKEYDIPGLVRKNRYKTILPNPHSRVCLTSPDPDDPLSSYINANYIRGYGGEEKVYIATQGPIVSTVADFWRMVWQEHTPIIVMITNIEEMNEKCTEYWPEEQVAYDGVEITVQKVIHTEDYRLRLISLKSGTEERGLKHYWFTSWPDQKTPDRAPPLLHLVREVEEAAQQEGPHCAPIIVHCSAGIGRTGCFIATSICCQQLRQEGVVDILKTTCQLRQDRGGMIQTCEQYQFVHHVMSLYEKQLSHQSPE
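Assay system: isolated STEP enzyme / Timing: 20 min at room temperature, dark / Doses: 20 µM, 1% DMSO / Technique: fluorescence intensity, excitation 480 nm, emission 540 nm / Reagent: fluorogenic phosphatase substrate OMFP at 25 µM final / Measure: percent inhibition scaled to no-enzyme and uninhibited-enzyme controls, plate-pattern corrected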
Numbers without * were called inactive; i = inactive; / = no result given; + = active, no number; & = joins results of further samples.

nr	mol	CSN deneddyl inh	Tb MetRS inh	DNMT1 inh	Rpn11 block	NadD block	LMPTP inh	STEP block	PABP1 MLLE inh	Scp-1 inhibitor	SUMO1-SIM PPI
1	CCOCCCN=Cc1c(O)n(Cc2ccccc2)c(=O)[nH]c1=O	-1	-0.5	4	i	-4	-4.9	-3	2	-10	4
2	O=C1NC(=O)C(=Cc2cccs2)C(=O)N1	-4	-0.1	5	i	3	-1.1	3	31	-5	1
3	O=c1[nH]c(=S)n(Cc2ccco2)c(O)c1C=NCc1cccs1	12	-0.6	49	i	11	65*	0	21	36	6
4	Cc1ccc(N=Cc2c(O)n(-c3ccc(C)cc3)c(=O)[nH]c2=O)cc1	-3	0.0	-1	i	2	0.4	-4	2	1	-9
5	O=C1Nc2ccc(Br)cc2C(c2ccccc2Cl)=NC1O (stereo not given)	3	-0.1	1	i	-1	-1.6	0	-1	10	2
6	CC(C)NP(=O)(NC(C)C)OP(=O)(NC(C)C)NC(C)C	-6	-0.8	-2	i	4	0.0	2	9	-9	1
7	O=C1NC(=O)C(=CCc2ccccc2)C(=O)N1	2	-0.5	-2	i	-5	-0.2	-3	12	-10	-8
8	c1ccc2c(N3CCNCC3)nsc2c1	-4	0.1	3	i	-3	-2.3	-5	25	-5	3
9	O=c1[nH]c(=S)[nH]c(O)c1CN1CCCCC1	2	-1.2	3	i	2	-1.5	-1	17	0	0
10	CCOC(=O)C1=C(N)Oc2cc(C)oc(=O)c2C12C(=O)N1c3c(cc(OC)cc32)C(C)=CC1(C)C (stereo not given)	-1	-0.2	-2	i	-5	0.2	-4	7	-8	-1
11	COc1ccc2nc(-c3ccc(CN4CCC(n5c(=O)[nH]c6ccccc65)CC4)cc3)c(-c3ccccc3)nc2c1	2	-0.1	/	/	37*	22	/	/	/	-16
12	CCCCn1c(O)c(C(C)=NCCCn2ccnc2)c(=O)[nH]c1=O	4	-0.1	4	i	3	-3.9	0	-11	-11	0
13	Cc1ccc(C(C)C)c(OCC#CCN2CCCC2)c1	-4	-0.5	0	i	-2	-0.8	1	-2	-11	3
14	O=C1CN=C(c2ccc[nH]2)c2cc(Cl)ccc2N1	-8	-0.4	2	i	-5	0.9	2	9	-14	3
15	Cc1ccc(C[n+]2c(-c3ccc(C)cc3)cc(-c3ccc(C)cc3)cc2-c2ccc(C)cc2)cc1	1	-0.2	15	i	9	19	14	8	5	-67
16	Cc1cc(/C=C2/C(=O)NC(=O)N(c3ccc(Br)cc3)C2=O)c(C)n1C	13	-0.4	-4	+	11	0.6	-1	-39	-5	-8
17	O=C(COc1ccc(Cl)cc1Cl)N1CCN(C/C=C/c2ccccc2)CC1	1	1.8	-9	i	-14	2.2	3	7	-5	6
18	O=c1[nH]c(=O)n(Cc2ccc(F)cc2)c(O)c1C=NCCCN1CCOCC1	3	-0.3	0	i	3	-6.0	9	-7	-5	0
19	CC12CN3CC(C)(CN(C1)C3c1cccnc1)C2=O (stereo not given)	5	0.0	5	i	5	-0.4	0	8	-8	4
20	Cc1cccc(C(O)(C(=O)O)c2ccccc2)c1 (stereo not given)	0	-0.3	7	i	1	-1.1	0	6	-3	1

Other compounds.
nr	mol	CSN deneddyl inh	Tb MetRS inh	DNMT1 inh	Rpn11 block	NadD block	LMPTP inh	STEP block	PABP1 MLLE inh	Scp-1 inhibitor	SUMO1-SIM PPI
21	COc1ccc2[nH]c3c(c2c1)CCNC3C (stereo not given)	-4	-0.4	-1	i	-5	0.0	-1	-7	-9	-1
22	O=C(Cc1ccccc1)Oc1cccc(N2C(=O)CCC2=O)c1	-1	0.1	-1	i	-4	-2.2	-1	5	-6	2
23	CN(Cc1cccc(-c2ccncc2)c1)C(=O)Oc1ccccc1Cc1ccccc1	3	-0.3	/	/	6	5.0	/	/	/	15
24	Cc1cccc(CS(=O)(=O)Cc2ccc(C(=O)N3CCC4(CC3)OCCO4)o2)c1	-1	-1.4	-1	i	-4	-2.1	0	7	-5	-1
25	CCOC(=O)CC1c2ccccc2-n2nncc2CN1C (stereo not given)	2	-1.1	4	i	2	-2.3	0	-3	-4	-2
26	CC(=O)c1cn(Cc2ccccc2C#N)c2ccccc12	-1	0.6	-3	i	-3	1.4	4	1	-7	3
27	COc1ccc2nc(NC3=NCCN3)sc2c1	-2	-0.4	-1	i	-4	-0.7	-2	-9	-10	2
28	CCCCSP1(=S)NCCCO1 (stereo not given)	3	-0.3	-1	i	0	1.3	-6	2	-6	1
29	O=c1[nH]c(=O)n(CCC2=CCCCC2)c(O)c1C=Nc1cccc(F)c1	-2	-0.6	17	i	12	0.8	14	-9	-5	5
30	Cc1ccccc1-n1c(O)c(/C=N/c2nccs2)c(=O)[nH]c1=O	-2&7	-0.2&0.1	2&1	i	7&6	0.5&-0.4	-1&3	10&1	-6&-10	-3&2
31	CC(C)C(=O)N1CCN(CCN=Cc2c(O)n(C)c(=O)n(C)c2=O)CC1	-4	-0.8	2	i	8	-2.0	-1	-14	-4	0
32	COc1cc(OC)c(OC)cc1CNCCc1ccc(F)cc1	2	-0.5	1	i	6	0.9	0	6	-2	-1
33	CC(=O)C1(c2ccccc2)CCNCC1	2	0.2	-2	i	-3	-2.0	0	5	-5	0
34	CN(C)CC#CCC(O)(c1ccccc1)C1CCCC1 (stereo not given)	3	-0.5	-1	i	-3	-0.7	0	3	-4	1
35	CN(CC#CCN1CCCC1)C(=O)c1cccc(Cl)c1	0	-0.2	3	i	-1	-0.4	-2	-5	-6	5
36	Cc1ccsc1C(=O)C1CCCN(Cc2c(C)nn(C(C)C)c2C)C1 (stereo not given)	-2	-0.3	-1	i	7	1.0	-3	7	-4	0
37	CC(c1ccccc1)n1cncc1C(=O)N1CCCC1=O (stereo not given)	-4	-0.4	0	i	-5	-0.8	-7	9	-8	2
38	CCN[C@@H](C)Cc1cccc(C(F)(F)F)c1	-2	-1.2	2	i	-3	-0.6	1	4	-6	1
39	C[C@]12CC[C@H](O)CC1=CCC1C2CC[C@@]2(C)C1C[C@@H](O)[C@@H]2O (stereo not given in full)	-3	-0.1	7	i	1	2.2	4	-2	10	5
40	c1ccc2c(NC3=NCCS3)cccc2c1	7	-0.8	-12	i	1	-0.1	2	-12	-5	-6

Next section:
nr	mol	CSN deneddyl inh	Tb MetRS inh	DNMT1 inh	Rpn11 block	NadD block	LMPTP inh	STEP block	PABP1 MLLE inh	Scp-1 inhibitor	SUMO1-SIM PPI
41	Cc1c(N=Cc2c(O)n(Cc3ccco3)c(=O)[nH]c2=O)c(=O)n(-c2ccccc2)n1C	4	-0.6	30	i	1	-0.1	2	-37	21	6
42	CC(=O)N(C1=NCCCS1)c1ccc(Cl)cc1	19	0.3	3	i	-2	-0.8	0	3	-3	-3
43	O=c1[nH]c(=S)[nH]c(O)c1N=Nc1ccc(S(=O)(=O)N2CCOCC2)cc1	3	0.4	2	i	-1	3.5	3	33	6	-7
44	Cc1ccc(C2CC(=O)C(C=NCCN3CCN(C(=O)Cc4ccccc4)CC3)=C(O)C2)cc1 (stereo not given)	4	-0.9	-1	i	-3	0.3	4	11	-4	-3
45	O=C(CCn1nc(-c2ccc(Cl)cc2)ccc1=O)N1CCC2(CC1)OCCO2	-1	0.5	0	i	-2	0.4	0	6	-4	-9
46	Cc1ccc(OCC(=O)N2CCN(CC3CC4C=CC3C4)CC2)cc1 (stereo not given)	2	-0.2	-2	i	-5	-4.0	8	6	-2	0
47	COc1ccc(C(CNC(=O)c2ccc3c(c2)CCC3)N(C)C)cc1 (stereo not given)	-3	-0.7	0	i	-2	1.3	-2	-3	-3	2
48	Cc1ccc(-c2cc(-c3ccc(C)cc3)[n+](-c3ccc(C(=O)O)cc3)c(-c3ccc(C)cc3)c2)cc1	-5	0.2	3	i	7	-0.8	1	1	20	-15
49	O=c1[nH]c(=O)n(-c2ccccc2)c(O)c1N=Nc1ccc(Br)cc1	-5	-1.2	0	i	1	-0.3	0	-1	3	-21
50	C[C@@H]1CN([C@@H](C)CO)C(=O)CCCn2cc(nn2)CO[C@H]1CN(C)C(=O)Oc1cccc2ccccc12	-3	-1.1	4	i	5	-1.7	0	6	/	3
51	O=C(N/N=C/c1c(O)n(CCc2ccc(F)cc2)c(=O)[nH]c1=O)c1ccccc1	6	0.1	-7	+	7	3.1	6	-13	-11	-2
52	COC(=O)C1=C(c2ccc(OC(F)(F)F)cc2)C[C@@H]2CC[C@H]1N2C(=O)NC1CC1	3	-0.4	5	i	1	-0.2	5	5	-5	6
53	CC(C)c1cccc(C(C)C)c1OCCn1ccnc1	5	-0.6	2	i	-5	-1.8	-5	9	1	1
54	COC(=O)C1=C(c2cc3ccccc3o2)C[C@@H]2CC[C@H]1N2C(=O)N1CCC(O)CC1	1	1.0	-5	i	2	-1.0	0	12	-7	-2
55	CN1C(=O)NC(=O)/C(=C/c2ccc([N+](=O)[O-])s2)C1=O	4	0.1	10	i	13	2.9	6	23	2	29
56	Cc1csc(NC(=O)C(Cl)c2ccccc2)n1 (stereo not given) (tested in a mixture with another compound)	-1	5.2	3	i	-4	-1.8	0	-2	-3	1
57	O=C(C(=O)N1CCOCC1)c1cn(Cc2ccc(F)cc2)c2ccccc12	1	-0.3	0	i	0	0.3	-3	-4	-7	0
58	COC(=O)C1=C(c2ccc(OC)c(OC)c2)C[C@@H]2CC[C@H]1N2C(=O)NCCCOC(C)C	1	-0.1	7	i	2	-2.8	-1	11	-6	-3
59	CC1CC=CCC12C(=O)NC(=S)NC2=O (stereo not given)	-5	-0.4	5	i	-2	-0.2	0	14	1	-5
60	c1cc(OCCN2CC2)ccn1	-2	-0.2	-6	i	1	17	0	-4	-10	-16
61	O=c1[nH]c(=O)n(C2CCCCC2)c(O)c1C1NCCc2ccccc21 (stereo not given)	4	-1.0	-6	i	-2	2.5	2	-21	-6	3

3 compounds out of the list, sorted by SMILES length, ascending.
nr	mol	CSN deneddyl inh	Tb MetRS inh	DNMT1 inh	Rpn11 block	NadD block	LMPTP inh	STEP block	PABP1 MLLE inh	Scp-1 inhibitor	SUMO1-SIM PPI
8	c1ccc2c(N3CCNCC3)nsc2c1	-4	0.1	3	i	-3	-2.3	-5	25	-5	3
59	CC1CC=CCC12C(=O)NC(=S)NC2=O (stereo not given)	-5	-0.4	5	i	-2	-0.2	0	14	1	-5
38	CCN[C@@H](C)Cc1cccc(C(F)(F)F)c1	-2	-1.2	2	i	-3	-0.6	1	4	-6	1

The list is partial, so the mix of outcomes need not match the whole.
